PfG6PD inh: PfG6PD (Plasmodium falciparum) enzyme inhibition. PfGluPho enzyme, NADPH resazurin-diaphorase fluorescence. inhibition, % at 20 µM. actives 0.78% (n = 350,000). AID 504690;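 active means inhibition reaching at least a set limit at 20 µM in the primary screen, cut at about 59% in these data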;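 further: 0% = DMSO wells with substrate and 100% = DMSO wells lacking glucose-6-phosphate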
GRIN3A LBD mod: NR3A (human) ligand-binding domain modulation. NR3A LBD differential scanning fluorimetry, Tm shift; 0% = protein alone, 100% = glycine-bound protein. Tm shift relative to glycine control, % at 25 µM. actives 2.5% (n = 340,000);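 active means melting temperature shift of at least 10% of the positive control shift, at one fixed dose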
MPTP block: blocks calcium-induced mitochondrial swelling | isolated mouse mitochondria, Ca2+ swelling absorbance, 30 min | inhibition, % at 10 µM | actives 1.4% (n = 360,000);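 active means inhibition of 50% or more, scaled per plate between neutral and stimulator controls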;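 further: 0% = DMSO wells given calcium and 100% = 1 mM EGTA wells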
SENP8 inh: SENP8 (human) protease inhibition; Q96LD8; recombinant SENP8, Nedd8 substrate fluorescence; inhibition, % at 20 µM; actives 0.64% (n = 360,000); AID 602440; in the data active means inhibition mostly above about 40%, no sharp cut-off; inactive means mostly below about 27%
Target sequence (Q96LD8 whole entry, looked up): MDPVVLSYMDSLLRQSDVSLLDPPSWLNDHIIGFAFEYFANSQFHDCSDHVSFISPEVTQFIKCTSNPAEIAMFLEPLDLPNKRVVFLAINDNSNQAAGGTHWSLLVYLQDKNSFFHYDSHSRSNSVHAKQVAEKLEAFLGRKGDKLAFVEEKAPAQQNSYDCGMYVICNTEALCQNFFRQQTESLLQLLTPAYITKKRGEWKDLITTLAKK
HKDC1 inh: HKDC1 (human) hexokinase inhibition; recombinant HKDC1, G6PDH/diaphorase resazurin coupled fluorescence; inhibition, % at 20 µM; actives 0.16% (n = 340,000); AID 493160;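 active means inhibition above about 35% when tested at 20 µM, limit read from the data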;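 further: plate controls were DMSO wells with enzyme for no effect and DMSO wells lacking enzyme for full effect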
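Test system: recombinant HKDC1 (HK5) hexokinase enzyme, produced in-house / Doses: 20 µM test compound, 1% DMSO / Timing: 90 min, room temperature / Detection: G6PDH/diaphorase-coupled fluorescence, 1 mM NADP, 100 µM resazurin, 525/613 nm / Control set: DMSO wells with and without enzyme mix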
SENP6 block: SENP6 protease inhibition | Recombinant SENP6 catalytic domain, aminoluciferin luminescence | Q9GZR1 | inhibition, % at 10 µM | actives 1.8% (n = 330,000);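 active means inhibition above about 50% at the single tested dose, limit read from the data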;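 further: plate controls were DMSO wells with enzyme for no effect and DMSO wells lacking enzyme for full effect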
Target sequence (Q9GZR1 628-1112 limits assumed): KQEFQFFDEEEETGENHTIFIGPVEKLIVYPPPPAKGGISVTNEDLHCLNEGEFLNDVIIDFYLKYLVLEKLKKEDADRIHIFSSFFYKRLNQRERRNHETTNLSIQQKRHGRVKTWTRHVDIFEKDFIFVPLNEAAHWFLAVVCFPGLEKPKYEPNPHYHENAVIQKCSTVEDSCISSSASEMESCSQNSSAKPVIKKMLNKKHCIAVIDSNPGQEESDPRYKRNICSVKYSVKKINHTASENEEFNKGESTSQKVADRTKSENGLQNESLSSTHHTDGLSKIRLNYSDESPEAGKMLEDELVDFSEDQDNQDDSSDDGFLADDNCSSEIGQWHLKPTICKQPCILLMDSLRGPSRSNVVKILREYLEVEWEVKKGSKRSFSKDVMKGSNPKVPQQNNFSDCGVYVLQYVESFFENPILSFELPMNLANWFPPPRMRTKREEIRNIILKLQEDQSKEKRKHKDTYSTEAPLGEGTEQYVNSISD
SENP7 block: blocks the human protease SENP7; recombinant SENP7, Z-RLRGG-aminoluciferin luminescence, 40 min; inhibition, % at 5 µM; actives 1.5% (n = 330,000); AID 434973;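 active means inhibition above about 50% at the single test dose, limit read from the data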;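 further: plate controls were DMSO with enzyme for no effect and no enzyme buffer wells for full effect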
Target sequence (Q9BQF6 706-1050 limits assumed): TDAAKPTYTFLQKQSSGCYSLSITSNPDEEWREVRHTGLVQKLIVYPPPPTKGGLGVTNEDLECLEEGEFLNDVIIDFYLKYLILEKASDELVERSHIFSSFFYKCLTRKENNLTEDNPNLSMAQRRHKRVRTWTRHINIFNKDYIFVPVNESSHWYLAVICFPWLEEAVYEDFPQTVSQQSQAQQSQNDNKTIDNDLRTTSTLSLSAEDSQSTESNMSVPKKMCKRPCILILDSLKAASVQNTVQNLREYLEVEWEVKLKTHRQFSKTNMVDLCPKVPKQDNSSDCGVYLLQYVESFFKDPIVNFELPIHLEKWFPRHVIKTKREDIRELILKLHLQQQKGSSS
ATG4B inhibitor: blocks human ATG4B protease cleavage of LC3 substrate; inhibition, % at 8.33 µM; Q9Y4P1; actives 0.51% (n = 340,000); ATG4B cleavage of LC3-PLA2, NBD-HPC fluorescence, 1 h; in the data active means inhibition above about 40%
An asterisk follows results filed as active; nt = no result given. Rows are unselected; overall some 6.9% were active at least once.

The line under a structure holds: SENP7 block, ATG4B inhibitor, SENP6 block, SENP8 inh, MPTP block, PfG6PD inh, GRIN3A LBD mod, HKDC1 inh
CCc1ccc(N/C(SCc2cccc(F)c2)=C(/C#N)C(=O)NCc2ccco2)cc1
→ 1, 32, 6, 0, 2.4, 18, 6, 0
Cc1ccc(S(=O)(=O)N2[C@@H](c3ccccc3)C(C(=O)O)=CC[C@H]2c2cccs2)cc1
→ 11, 0, -17, -8, 5.8, -1, 2, -7
CC(C)(C)OC(=O)NCCCCCc1nnc(SCC(=O)Nc2cccc(Cl)c2)o1
→ 1, -5, -4, 16, 74*, 16, -7, -3
COc1ccc(CCN2C(=S)N(c3ccc(Cl)cc3)C(=O)C2CC(N)=O)cc1OC (stereo unspecified)
→ -6, -1, -9, 7, 0.7, 23, 8, 12
Cc1noc(C)c1S(=O)(=O)N(C)C[C@H]1Oc2c(NC(=O)C3CCCCC3)cccc2C(=O)N([C@H](C)CO)C[C@@H]1C
→ -4, -2, -14, 4, -2.1, -7, -1, 0
CCN(CC)S(=O)(=O)c1ccc(NC(=O)c2cc(-c3cccs3)nc3ccccc23)cc1
→ 7, -7, -2, -422, 10, -12, -3, -4
c1csc(C(c2nnnn2C2CCCC2)N2CCOCC2)c1 (stereo unspecified)
→ -6, -5, -5, 29, 1.2, 0, 2, 0
CC(CCN1CCOCC1)c1ccccc1 (stereo unspecified)
→ -6, -5, -39, 12, 0.6, 2, 2, -7
C(=C\c1ccccc1)/CSc1nnc(-c2ccncc2)n1Cc1ccco1
→ 2, -5, 2, -6, 0.3, 15, 1, -3
CCOCCc1nnc(NC(=O)c2ccc(OC)c(OC)c2)s1
→ 4, 2, -17, 0, -1.5, -15, 0, 1
CSc1nc2nccc(/C=C\c3ccccc3)n2n1
→ -6, -13, -7, -210, 2.6, 5, -3, 5
CC(C)(C)OC(=O)N/N=C/c1cccn1-c1ccc([N+](=O)[O-])cc1
→ -1, -10, -2, 30, 2.2, 4, 0, -4
COc1ccccc1N1CCN(S(=O)(=O)c2cc(C(F)(F)F)cc(C(F)(F)F)c2)CC1
→ 4, 2, 4, 12, 1.5, -14, 1, -9
O=C(Nc1nc(=O)c2ccccc2s1)c1ccccc1
→ 41, -2, 60*, 19, -0.3, 36, 1, 1
CCN(CC)N=Nc1ccc(S(N)(=O)=O)cc1
→ -3, 0, 4, 8, -3.7, -12, -2, -1
Cc1cccc(N=Cc2cc(Br)cc(Cl)c2O)c1
→ -13, 40*, -27, -40, -0.2, 9, 5, 15
CC(OC(=O)c1ccc(Cl)nc1)C(=O)Nc1ccc(S(=O)(=O)N2CCCC2)cc1 (stereo unspecified)
→ 9, 1, -4, 4, -2.7, -13, 1, 0
COc1ccc(-c2cc(C(=O)O)[nH]n2)cc1OC
→ -5, -7, 0, 21, -0.5, -1, -4, -4
O=C(c1ccco1)N1CCN(C(=S)Nc2cccc([N+](=O)[O-])c2)CC1
→ -1, 4, -36, 9, -1.4, -4, -2, 14
O=C(NCCc1nnc2ccc(NCCCN3CCOCC3)nn12)c1ccccc1
→ -2, 3, -2, -4, -2.0, 18, 2, -7
Cc1cc(NC(=O)COC(=O)C2CSC3(C)CCC(=O)N23)ccc1Br (stereo unspecified)
→ 2, -7, -22, 15, -2.6, 29, 1, -1
Cc1ccccc1OCC(=O)NNC(=O)c1cc(S(=O)(=O)N(C)C)ccc1N1CCCC1
→ 0, -1, 1, -78, -0.5, -18, -1, -7
CCOc1ccccc1NC(=O)COn1nnc2ccccc21
→ -2, -1, -16, 16, -2.4, 6, 1, -6
COc1cc(C#N)ccc1OCC(=O)NCc1cccs1
→ 8, -4, 8, 10, 0.8, -2, 3, 5
CN(C)S(=O)(=O)c1ccc(NC(=O)COC(=O)c2n[nH]c3ccccc23)cc1
→ 4, 0, -23, 12, 0.2, -14, -3, -2
CS(=O)(=O)c1ccc(Cl)c(NC(=O)COC(=O)c2ncc(Cl)c(Cl)c2Cl)c1
→ 6, 3, -1, 9, -0.5, 6, 2, 0
Cn1c2ccccc2c2cnn(CC(=O)O)c(=O)c21
→ -7, -12, -30, -48, 0.2, -21, -4, -6
CC(=O)c1ccc(OCCOc2ccc(C#N)cc2)cc1
→ 0, -11, 3, 23, 2.1, 12, 0, -2
O=C(NCc1ccccc1)c1csc2c1CCCCC2
→ 7, -13, -3, 14, -0.2, -7, -2, 0
CC(=O)C[C@H]1c2ccccc2S(=O)(=O)N1c1ccccc1
→ -7, -11, -7, 3, -0.6, -1, 1, -2

Exported with each value named: part of the list above
CSc1nc2nccc(/C=C\c3ccccc3)n2n1
- SENP7 block: -6
- ATG4B inhibitor: -13
- SENP6 block: -7
- SENP8 inh: -210
- MPTP block: 2.6
- PfG6PD inh: 5
- GRIN3A LBD mod: -3
- HKDC1 inh: 5

CC(C)(C)OC(=O)N/N=C/c1cccn1-c1ccc([N+](=O)[O-])cc1
- SENP7 block: -1
- ATG4B inhibitor: -10
- SENP6 block: -2
- SENP8 inh: 30
- MPTP block: 2.2
- PfG6PD inh: 4
- GRIN3A LBD mod: 0
- HKDC1 inh: -4

COc1ccccc1N1CCN(S(=O)(=O)c2cc(C(F)(F)F)cc(C(F)(F)F)c2)CC1
- SENP7 block: 4
- ATG4B inhibitor: 2
- SENP6 block: 4
- SENP8 inh: 12
- MPTP block: 1.5
- PfG6PD inh: -14
- GRIN3A LBD mod: 1
- HKDC1 inh: -9

O=C(Nc1nc(=O)c2ccccc2s1)c1ccccc1
- SENP7 block: 41
- ATG4B inhibitor: -2
- SENP6 block: 60*
- SENP8 inh: 19
- MPTP block: -0.3
- PfG6PD inh: 36
- GRIN3A LBD mod: 1
- HKDC1 inh: 1

Next part.
The line under a structure holds: SENP7 block, ATG4B inhibitor, SENP6 block, SENP8 inh, MPTP block, PfG6PD inh, GRIN3A LBD mod, HKDC1 inh
CCCn1c(NC(=O)CN2C(=O)NC3(CCCCC3)C2=O)nc2ccccc21
→ 5, -6, -4, -63, 1.8, 12, -2, -2
Nc1ncc(S(=O)(=O)c2ccc(Cl)cc2)c(N)n1
→ 4, -2, 5, 3, -0.6, 2, -2, -5
Cc1ccccc1NC(=O)Nc1cnccn1
→ 9, -2, -2, -6, 0.1, -9, -1, -1
NC(=O)COc1ccc(/C=N/NC(=O)C2CCCN2S(=O)(=O)c2ccc(Cl)cc2)cc1 (stereo unspecified)
→ -9, 9, -24, 10, -2.9, 1, -2, -5
Cc1cc(C)c2[nH]c(=O)c(CN(Cc3ccco3)C(=O)C3CCCO3)cc2c1 (stereo unspecified)
→ 0, -5, -7, -154, -2.1, 3, -1, -5
Cc1ccc(S(=O)(=O)Nc2ccc(Cl)cc2)cc1NC(=O)c1cc2c(s1)CCCC2
→ -1, 12, -10, 14, 36, 4, 12*, 15
C/C(=N\N=C(N)N)c1ccc(Cl)cc1Cl
→ 5, -15, -18, 6, 4.9, 3, 1, -4
CC(Oc1ccccc1)C(=O)OCC(=O)Nc1sccc1C(N)=O (stereo unspecified)
→ -5, -11, -5, -9, -0.3, 6, -1, -5
O=C(NC1CCCc2ccccc21)C1CCN(S(=O)(=O)c2ccccc2F)CC1 (stereo unspecified)
→ -9, 3, -18, 10, 1.5, -1, -2, -5
COc1cccc(C(=O)COC(=O)C2CC(=O)N(c3ccc(Oc4ccccc4OC)cc3)C2)c1 (stereo unspecified)
→ -5, -12, 8, 7, -2.4, -21, -1, -2
COCCNC(=O)CCCCCNS(=O)(=O)c1ccc(C)cc1
→ 1, -6, 4, 9, 0.2, -2, 0, -2
Cc1ccc(CCNC(=O)C2CCCN(S(=O)(=O)c3c(C)noc3C)C2)cc1 (stereo unspecified)
→ 1, -3, -24, 8, -1.6, 1, 2, -2
Cc1ccc(C(=O)NNC(=O)CSc2nnc(C3CC3)n2C)cc1
→ 5, 6, -33, 20, -4.3, -14, 2, -2
NC(=O)c1c(/N=C/c2cccs2)sc2c1CCCC2
→ -3, 2, 0, -191, -1.0, 24, 3, 4
COc1cccc(C(=O)Nc2ccc(S(=O)(=O)N3CCN(C)CC3)cc2)c1
→ 2, 0, -6, 2, -0.3, -12, -1, -2
O=C(c1ccc([N+](=O)[O-])cc1)N1CCC(Cc2ccccc2)CC1
→ 6, 0, 9, 0, 0.6, 4, -1, -8
O=C1CSC(c2ccc(Cl)cc2)N1 (stereo unspecified)
→ 2, 4, 0, 10, -0.3, -1, 1, -10
CC(C)(C)OC(=O)NCCCCCNC(=O)c1[nH]cnc1C(=O)N[C@@H](CCCCNC(=O)OC(C)(C)C)C(=O)OC(C)(C)C
→ -8, -25, -5, 18, -2.7, 22, 3, -2
CC(=O)Oc1ccccc1C(=O)Nc1ccccc1
→ 3, -4, -5, -73, -0.6, 2, 2, 2
COc1ccc(NS(=O)(=O)c2nnc(NC(=O)c3ccccc3F)s2)cc1
→ -11, 3, -12, -2, -1.3, -65, -6, 0
COc1ccc(N2C(=O)NC3CC2(C)Oc2ccc(Br)cc23)cc1OC (stereo unspecified)
→ -16, 5, -13, 24, -1.1, -1, -1, 3
CCCn1c(SCC(=O)NC(=O)NCc2ccccc2)n[nH]c1=O
→ 2, 11, 0, 9, -0.1, 0, -4, 2
N#C/C(=C/c1ccc(N2CCOCC2)o1)c1ccc(Br)cc1
→ -8, 7, -20, -101, 9.1, 80*, -4, 2
Cc1ccc(OC(=O)c2cccnc2)cc1
→ 2, -14, -8, 2, -0.4, 15, -4, -6
CC(=O)NCc1ccc(-c2csc(NC(=O)CCc3nc4ccccc4c(=O)[nH]3)n2)s1
→ 6, -3, -7, -55, -0.7, 17, -3, 7
O=C(/C=C/Nc1ccc(Nc2ccccc2)cc1)c1cccs1
→ nt, 4, nt, 16, -0.2, 3, 0, 7
CC(C)(C)c1nc(SCC(=O)N2CCCC2)c2ccccc2n1
→ -1, -1, -1, 9, 1.3, 9, -1, 5
Cc1cc(=O)n2c(nc3ccccc32)[nH]1
→ -9, 2, 3, -270, 0.0, 1, -1, 5
O=C(N/N=C/c1ccc(OC(=O)c2ccco2)cc1)c1ccccn1
→ 43, -8, 47, -2, -1.3, 12, 14*, -3
COc1cccc(Nc2n[nH]c(=S)s2)c1
→ 4, -2, 7, 18, -0.9, 62*, 1, -10
CCCCN(C(=S)Nc1ccc(F)cc1)c1c(N)n(CCC)c(=O)[nH]c1=O
→ -4, -14, -3, 16, 2.6, 5, 1, 1
C=CC(=O)N=c1sc2ccccc2n1-c1ccccc1
→ -2, -2, 5, -45, 0.1, 15, -2, 6
O=C(Nc1c2c(nn1-c1cccc(Cl)c1)CS(=O)(=O)C2)c1ccco1
→ -13, -1, -28, 2, 0.0, -24, -1, -4
CCc1c(OC(C)=O)c2ccccc2n(C)c1=O
→ 2, -2, -9, 10, -0.5, -15, 10, -6
Cc1ccccc1S(=O)(=O)N1C[C@H]2CON(C)[C@H]2C[C@H]1c1cccc(-c2ccc(C#N)cc2)c1
→ nt, -1, nt, 11, 2.0, 29, 1, -2
O=C(COC(=O)c1ccc(F)c(S(=O)(=O)N2CCOCC2)c1)c1ccccc1
→ 5, 6, 6, 8, -0.4, -5, -2, 1
O=C(NC1CCCc2ccccc21)c1ccc([N+](=O)[O-])cc1 (stereo unspecified)
→ 9, 11, -12, 14, -0.8, 0, 1, -3
O=C(c1ccc2ccccc2c1)C1CCCN(C(=O)c2cccnc2)C1 (stereo unspecified)
→ 0, -6, -16, -16, -1.1, 0, 5, -4

Source: PubChem
